Screening data (PubChem)
A3G deaminase = blocks human APOBEC3G single-stranded DNA deamination; recombinant A3G, ssDNA deamination FAM/TAMRA fluorescence; inhibition, % at 20 µM; 330,000 tested, 0.28% active; AID 493012;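 active = inhibition of at least 40% at 20 µM, with no more than 30% in the related APOBEC3A deaminase screen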;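 also: plate controls were DMSO wells with A3G for no effect and wells lacking A3G enzyme for full effect; some compounds called inactive have numbers as strong as hits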
Target sequence (Q9HC16 whole entry, looked up): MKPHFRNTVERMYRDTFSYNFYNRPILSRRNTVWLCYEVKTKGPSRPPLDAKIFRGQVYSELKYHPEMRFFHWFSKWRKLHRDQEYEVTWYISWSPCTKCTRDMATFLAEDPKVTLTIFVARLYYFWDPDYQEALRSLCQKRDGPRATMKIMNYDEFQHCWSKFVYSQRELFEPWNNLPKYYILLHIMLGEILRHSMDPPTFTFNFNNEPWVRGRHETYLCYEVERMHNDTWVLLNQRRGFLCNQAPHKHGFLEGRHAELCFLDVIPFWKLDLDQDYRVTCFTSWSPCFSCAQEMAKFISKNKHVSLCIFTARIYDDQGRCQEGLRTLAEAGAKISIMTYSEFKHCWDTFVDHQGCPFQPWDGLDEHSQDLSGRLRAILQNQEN
A3A deaminase = blocks human APOBEC3A ssDNA deamination; recombinant A3A, FAM/TAMRA ssDNA deamination fluorescence; inhibition, % at 20 µM; 330,000 tested, 0.41% active; AID 493011;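 active = at least 40% inhibition at 20 µM here, with at most 30% in a related deaminase screen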;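 also: plate controls were A3A with DMSO for no effect and wells lacking A3A enzyme for full effect; some results filed as inactive read as strong as hits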
Target sequence (P31941 whole entry, looked up): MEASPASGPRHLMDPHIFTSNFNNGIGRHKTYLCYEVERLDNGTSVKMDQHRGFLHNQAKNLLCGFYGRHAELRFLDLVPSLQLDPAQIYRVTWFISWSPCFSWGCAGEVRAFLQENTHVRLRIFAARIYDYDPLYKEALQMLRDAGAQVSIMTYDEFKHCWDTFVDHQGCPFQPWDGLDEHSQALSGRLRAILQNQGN
mIAP activ = increases mouse intestinal alkaline phosphatase activity; activation factor at 10 µM; muIAP, CDP-Star luminescence, 30 min; stronger effect = higher value; 1 = vehicle-only enzyme signal, 0 = enzyme-free wells; 330,000 tested, 0.24% active;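 active = activation factor of at least 2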; also: the source names both 10 and 20 µM as test concentration; values of inactives mirror those of a sister screen read the other way
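System: mouse IAP enzyme. Reagent: CDP-Star chemiluminescent phosphatase substrate. Benchmarks: DMSO wells, no-enzyme wells. Times: 30 min enzyme-substrate-compound incubation at room temperature. Detection: luminescence from enzymatic CDP-Star hydrolysis. Doses: test compounds delivered from DMSO solution.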
SENP1 FRET inh = blocks the human SENP1 SUMO protease catalytic domain; 360,000 tested, 0.21% active; Q9P0U3; recombinant SENP1 catalytic domain, CyPet-SUMO1-YPet FRET cleavage; inhibition, % at 10 µM;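 active = inhibition at least 30% at 10 µM, raw YFP signal under a set limit, fluorescence ratio 0.5 to 1.5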;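 also: 0% = enzyme with DMSO and 100% = no enzyme wells; some results filed as inactive read as strong as hits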
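material = recombinant human SENP1 catalytic domain, His6-tagged | quantity = 20 pM enzyme | reagent = 25 nM SUMO1 FRET substrate | compound dosing = 10 µM single point, 0.5% DMSO | timing = 50 min enzyme reaction, room temperature, light-protected | detection = FRET, CFP and YFP emission | control set = no-enzyme low, enzyme-DMSO high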
mIAP inh = mouse IAP inhibition | 330,000 tested, 0.2% active | purified mouse IAP, CDP-Star luminescence, 30 min | inhibition, % at 10 µM;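 active = inhibition of at least 40% at 10 µM in the primary screen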;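 also: plate controls were DMSO with enzyme for no effect and no enzyme wells for full effect; values of inactives mirror those of a sister screen read the other way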
hIAP block = human IAP inhibition; P09923; purified IAP, CDP-Star luminescence, 30 min; inhibition, % at 10 µM; 330,000 tested, 0.12% active;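 active = inhibition reaching a set limit with compound at 10 µM in the primary screen, cut at about 35% in these data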;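 also: plate controls were DMSO wells with enzyme for no effect and no-enzyme buffer wells for full effect; values of inactives mirror those of a sister screen read the other way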
Target sequence (P09923 whole entry, looked up): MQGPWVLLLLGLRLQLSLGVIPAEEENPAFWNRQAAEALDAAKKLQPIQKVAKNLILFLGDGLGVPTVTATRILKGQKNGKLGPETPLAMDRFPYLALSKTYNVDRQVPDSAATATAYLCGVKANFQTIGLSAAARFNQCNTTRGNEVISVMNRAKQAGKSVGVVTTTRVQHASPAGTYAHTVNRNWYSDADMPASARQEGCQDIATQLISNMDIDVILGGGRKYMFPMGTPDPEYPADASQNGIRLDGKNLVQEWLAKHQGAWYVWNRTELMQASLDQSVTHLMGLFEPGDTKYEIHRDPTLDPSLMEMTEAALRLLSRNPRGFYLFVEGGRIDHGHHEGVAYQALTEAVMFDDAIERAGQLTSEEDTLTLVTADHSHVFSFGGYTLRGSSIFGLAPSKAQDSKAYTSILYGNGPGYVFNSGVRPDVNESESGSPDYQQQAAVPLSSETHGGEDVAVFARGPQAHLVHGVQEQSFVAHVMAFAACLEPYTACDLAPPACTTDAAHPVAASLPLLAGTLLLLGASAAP
hIAP act = human IAP activation. purified human IAP, CDP-Star luminescence, 30 min; stronger effect = higher value; 1 = vehicle-only enzyme, 0 = enzyme-free background. activation factor at 10 µM. 330,000 tested, 0.16% active. AID 2524;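 active = activation factor of the enzyme at least 2-fold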; also: the source names both 10 and 20 µM as test concentration; values of inactives mirror those of a sister screen read the other way
NALP3 yeast inh = inhibitors of NALP3 inflammasome in yeast; AID 2825; 330,000 tested, 0.39% active; inhibition, % at 10 µM; Yeast reconstituted NLRP3/ASC/caspase-1, beta-gal luminescence, 24 h;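 active = inhibition of 50% or more; inactive = inhibition below 50%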;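 also: plate controls were induced DMSO wells for no effect and uninduced yeast grown without galactose for full effect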
MIN6 prolif = MIN6 beta-cell proliferation induction; MIN6 cells proliferation, ATPlite luminescence, 48 h; cells starved in 0.2% serum; 100% = growth in 10% serum; proliferation, % at 10 µM; 330,000 tested, 0.29% active; AID 2380;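 active = compounds whose signal lies at least 3.5 SD above the mean of all wells on their plate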;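 also: 0% = DMSO-treated cells in low-serum medium and 100% = 10% serum control; some compounds called inactive have numbers as strong as hits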
* = called active by the depositor.

Order of results: hIAP block	A3G deaminase	SENP1 FRET inh	MIN6 prolif	hIAP act	A3A deaminase	mIAP inh	NALP3 yeast inh	mIAP activ
(1) Cc1nn(-c2ccc(N3CCOCC3)nn2)c(C)c1CCC(=O)Nc1ccccc1
  5.5	-5.6	0.7	-2.8	0.945	-2.9	-9.5	12.3	1.09
(2) CC1=CC(C)(C)N(C(=O)c2ccccc2)c2ccc(C)cc21
  14.0	3.1	-1.1	0.7	0.86	1.0	3.9	2.4	0.961
(3) Cc1ccc(OCCn2cnc(Cl)c2Cl)cc1
  0.9	0.1	0.2	-1.7	0.991	0.6	4.7	50.1*	0.953
(4) CN1CCC(N(C)CC(C)(C)NS(=O)(=O)c2ccccc2)CC1
  11.3	-6.8	1.7	-1.9	0.887	-0.9	8.4	4.3	0.916
(5) CN1CCN(c2nc3ccccn3c(=O)c2/C=C(\C#N)S(=O)(=O)c2ccccc2)CC1
  -5.5	-0.5	-82.0	-2.1	1.05	-1.6	-1.9	20.0	1.02
(6) CN1CCN(C(=O)C2(NC(=O)Nc3cccc(F)c3)CCCCC2)CC1
  -4.2	-1.8	1.2	-0.3	1.04	0.7	1.7	15.6	0.983
(7) Cn1c(Cc2csc(N)n2)nnc1SC/C=C/c1ccccc1
  -6.6	-2.5	-17.5	-2.8	1.07	-1.0	1.0	10.2	0.99
(8) CC1=NNC(=O)C1CCC(=O)N/N=C/c1ccco1 (configuration not stated)
  -0.3	-7.6	0.2	3.3	1	-1.4	5.3	7.0	0.947
(9) CCN(CC)S(=O)(=O)c1ccc(Nc2cc(C)nc3ncnn23)cc1
  11.2	-5.1	-0.7	-2.8	0.888	-0.1	1.7	7.7	0.983
(10) CCOc1ccc(NS(=O)(=O)c2ccc3ncsc3c2)cc1
  -0.4	-2.4	1.0	-3.6	1	0.4	2.0	21.1	0.98
(11) Nc1cccc2c3c(oc12)CCCC3
  12.1	-0.9	-12.8	-2.2	0.879	-5.3	-1.0	10.8	1.01
(12) CCn1c(SCC(=O)OC)nnc1-c1c[nH]c2ccccc12
  1.3	-5.7	0.6	-0.2	0.987	0.6	-11.6	-7.9	1.12
(13) Cc1ccccc1NC(=O)CSc1nc(-c2ccccc2)cc(=O)[nH]1
  -5.6	0.9	0.5	-3.1	1.06	1.2	10.5	1.2	0.895
(14) O=C(N/N=C/c1cc2cc3c(cc2nc1Cl)OCO3)c1ccncc1
  -14.0	-3.0	-33.8	-1.9	1.14	2.7	-4.1	0.3	1.04
(15) CCOC(=O)c1c(NC(=O)CN2CCN(C(=O)C3CCCO3)CC2)sc(C)c1C (configuration not stated)
  -17.3	-2.9	-1.3	-1.3	1.17	-0.4	-4.9	4.4	1.05
(16) N#Cc1ccc(CSc2nnc(NC(=O)c3ccc(=O)[nH]c3)s2)cc1
  15.4	-5.8	-3.7	1.3	0.846	-1.7	7.1	0.5	0.929
(17) Cc1ccc(N=C2CSC(=O)N2)cc1
  12.9	-12.2	-0.1	-4.0	0.871	-0.1	4.0	-4.9	0.96
(18) Cc1cc(C(=O)NP(=O)(N2CCOCC2)N2CCOCC2)c(C)n1-c1ccc(N(C)C)cc1
  4.3	-0.9	1.8	-1.1	0.957	0.3	1.2	5.4	0.988
(19) COc1ccc(S(=O)(=O)NCC2CCCO2)cc1Cl (configuration not stated)
  17.3	0.8	0.5	-1.7	0.827	6.5	5.6	6.9	0.944
(20) Cc1cc(C)c(OCC(=O)N(Cc2ccccc2)C2CCS(=O)(=O)C2)c(C)c1 (configuration not stated)
  6.7	-9.6	0.4	0.0	0.933	0.0	6.8	6.1	0.932

Reprinted from the part before: two entries, followed by the next part.
Order of results: hIAP block	A3G deaminase	SENP1 FRET inh	MIN6 prolif	hIAP act	A3A deaminase	mIAP inh	NALP3 yeast inh	mIAP activ
(19) COc1ccc(S(=O)(=O)NCC2CCCO2)cc1Cl (configuration not stated)
  17.3	0.8	0.5	-1.7	0.827	6.5	5.6	6.9	0.944
(20) Cc1cc(C)c(OCC(=O)N(Cc2ccccc2)C2CCS(=O)(=O)C2)c(C)c1 (configuration not stated)
  6.7	-9.6	0.4	0.0	0.933	0.0	6.8	6.1	0.932
(21) COC(=O)c1sc(NC(=S)NC(=O)c2ccccc2Cl)nc1C
  7.5	-6.1	-0.8	-2.6	0.925	-5.8	7.6	12.7	0.924
(22) CCOC(=S)SCc1cn2cccc(C)c2n1
  6.4	-6.0	-9.2	-0.7	0.936	-1.6	1.2	32.2	0.988
(23) Cn1nnc(NC(=S)NC(=O)c2cccs2)n1
  4.6	-1.9	-3.7	-2.8	0.954	-2.3	5.6	13.8	0.944
(24) CCN(c1ccc(NC(=O)COC(=O)c2ccc(S(=O)(=O)N3CCCC3)cc2)cc1)C(C)C
  3.6	-1.8	2.0	0.8	0.964	2.8	-0.1	3.3	1
(25) COc1ccc(CNC(=O)CN(Cc2ccccc2OC)C(=O)c2csnn2)cc1
  11.0	-5.1	1.1	-1.9	0.89	-2.1	-8.7	6.5	1.09
(26) CCN1CCN(CC(=O)c2cc(Cl)ccc2Cl)CC1
  8.8	1.4	-2.9	0.9	0.912	-1.4	-10.5	16.8	1.1
(27) O=c1[nH]c(N2CCN(c3ccccc3)CC2)nc2c1CCCC2
  -8.9	-8.5	2.2	-1.0	1.09	-2.4	1.9	-7.5	0.981
(28) COc1ccc(-n2nc(C(=O)NCC(=O)N3CCCCCC3)c3ccccc3c2=O)cc1
  -4.1	-3.8	3.8	0.0	1.04	-0.8	1.1	12.8	0.989
(29) Cc1cccc(C(=O)NCC(c2ccco2)N(C)C)c1 (configuration not stated)
  9.6	-6.0	-4.5	0.3	0.904	4.5	-1.9	9.9	1.02
(30) COc1ccc(N=C2NC(=O)/C(=C\C=C\c3ccccc3)S2)cc1
  -15.1	-11.3	1.7	-4.0	1.15	1.4	13.2	19.7	0.868
(31) COc1ccc(S(=O)(=O)N2CCN(c3ccc4nnc(-c5ccc(F)cc5)n4n3)CC2)cc1
  0.1	-8.7	1.8	-5.2	0.999	1.5	2.8	13.6	0.972
(32) O=C(Nc1ccc([N+](=O)[O-])cc1)C1C(c2ccccc2)=C1c1ccccc1
  12.5	0.0	-0.1	-3.5	0.875	0.4	-4.2	-0.2	1.04
(33) O=c1c([N+](=O)[O-])cc(C(F)(F)F)cn1Cc1c(Cl)cccc1Cl
  -0.2	1.1	2.2	3.7	1	1.7	4.5	-8.3	0.955
(34) COc1ccc(N2CCN(Cc3nc(-c4ccccc4)no3)CC2)cc1
  4.6	-2.7	-0.6	3.0	0.954	2.1	4.7	17.4	0.953
(35) CC(C)c1ccc(NC(=O)c2ccccc2NC(=O)C2CC=CCC2C(=O)O)cc1 (configuration not stated)
  -18.5	-1.8	1.9	-3.6	1.19	0.8	-0.8	16.3	1.01
(36) CCCCNC(=O)C1CCCN1C(=O)Nc1cccc(OC)c1 (configuration not stated)
  -21.7	0.0	2.7	-2.4	1.22	-1.4	-0.5	1.7	1
(37) Clc1ccccc1CSc1nc2ccncc2[nH]1
  1.5	2.9	0.2	-7.5	0.985	2.6	3.4	12.4	0.966
(38) COc1ccc(OC)c(-n2c(SCC(=O)NCC3CCCO3)nc3ccccc3c2=O)c1 (configuration not stated)
  -5.4	-2.0	0.7	2.8	1.05	1.5	0.7	7.8	0.993
(39) Cc1cccc(NC(=O)C(C)SCc2nc3sc(C)c(C)c3c(=O)[nH]2)n1 (configuration not stated)
  14.0	-1.8	16.8	3.6	0.86	5.6	1.7	7.3	0.983
(40) CN(C)c1ccc2c(O)cc(=O)n(C)c2c1
  14.3	-2.7	-47.1	-1.6	0.857	-1.2	5.3	7.1	0.947
(41) O=C(NNC(=O)c1cnccc1C(F)(F)F)c1ccccc1
  -1.8	-9.6	2.5	0.7	1.02	-2.9	-5.7	17.7	1.06
(42) Cc1ccc(NC2=NCC(=O)N2CCc2ccccc2)cc1C
  -3.7	1.6	-0.5	-1.3	1.04	3.5	-16.5	19.2	1.17
(43) CCOC(=O)c1cnn(-c2nc3c(C)cccc3s2)c1C
  -8.2	-3.1	-1.0	0.9	1.08	4.2	-7.1	7.6	1.07
(44) C/C(=N\Nc1ccc(S(N)(=O)=O)cc1[N+](=O)[O-])c1ccco1
  6.6	-1.3	4.9	0.9	0.934	0.7	10.3	16.8	0.897
(45) CCOc1ncccc1C(=O)OCC(=O)NC(=O)NC(C)C
  -5.1	-19.6	1.0	-3.6	1.05	-2.4	10.8	-4.9	0.892
(46) COCCNC(=O)c1cc2sccc2n1C
  -12.3	-7.1	-4.5	0.2	1.12	-2.2	1.0	7.2	0.99
(47) O=C(N/N=C/c1ccccc1)c1ccc(N2CCOCC2)c([N+](=O)[O-])c1
  7.6	-1.7	2.4	-0.9	0.924	1.6	-2.7	5.6	1.03
(48) CC1CC(C)CN(C(=O)COC(=O)c2cccc([N+](=O)[O-])c2)C1 (configuration not stated)
  -8.5	-4.6	-1.0	0.6	1.08	5.6	-8.2	9.0	1.08
(49) CN(Cc1ccc(F)cc1)C(=O)CNC(=O)c1cccs1
  8.4	-8.0	2.3	-1.1	0.916	-1.9	6.3	15.2	0.937
(50) COc1ccc(NC(=O)CN2CCN(c3ccccc3F)CC2)cc1
  -14.9	-9.6	1.6	-0.6	1.15	-3.3	0.0	24.3	1
(51) COc1ccc(CCNC(=O)NC(C(F)(F)F)C(F)(F)F)cc1OC
  8.9	-4.3	2.5	-1.6	0.911	-2.8	4.4	-5.0	0.956
(52) CCOc1ccc(NC(=O)COC(=O)COc2cccc3c2OC(C)(C)C3)cc1
  3.6	-0.4	2.6	2.1	0.964	5.7	-2.7	-2.1	1.03
(53) COC(=O)c1c(NC(C)=O)sc2c1CCN(Cc1ccccc1)C2
  -5.5	-12.7	-187.0	-0.6	1.05	-5.2	0.1	19.5	0.999
(54) COC(=O)C1=C(C)Nc2nnnn2C1c1cc(OC)ccc1OC (configuration not stated)
  16.6	1.4	3.7	-3.1	0.834	-0.2	-6.3	-14.9	1.06
(55) CC1CN(c2nc3c(c(=O)n(Cc4ccc(Cl)cc4)c(=O)n3C)n2C)CC(C)O1 (configuration not stated)
  12.1	-2.0	3.0	-2.5	0.879	0.1	1.5	-6.7	0.985
(56) COc1cc(NC(=O)c2n[nH]c(=O)c3ccccc23)cc(OC)c1
  11.5	-4.9	1.2	2.3	0.885	0.3	0.3	1.7	0.997
(57) C/C(=N\NC(=O)c1ccccc1)c1ccc(N2CCCCC2)cc1
  -18.5	-5.1	2.2	-0.8	1.19	-2.3	-3.4	1.1	1.03
(58) Cc1ccc(/C(=N/Nc2ncnc3ccccc23)C(=O)O)cc1
  -30.9	-4.5	0.1	-2.2	1.31	-7.3	2.0	15.9	0.98
(59) O=C(c1ccccc1)N1CCN(S(=O)(=O)N2CCOCC2)CC1
  12.5	-3.3	-0.1	-0.4	0.875	2.4	-1.8	10.9	1.02
(60) CC(C)OP(=O)(OC(C)C)C(Nc1cccc(C(=O)O)c1)c1ccccc1 (configuration not stated)
  -9.1	0.6	2.6	-1.2	1.09	2.1	8.1	-0.5	0.919
(61) Cc1cc(NC(=O)CCC(=O)N(CC(=O)NC2CCCC2)Cc2ccccc2Cl)no1
  -3.6	0.3	1.2	0.4	1.04	-2.5	-2.9	13.2	1.03

The list is partial; the hit share may differ from the screen's.
